CAL PDZ FP-1 – CAL PDZ peptide-binding inhibitors, primary screen, biochemical, fluorescence polarization, Cer-tagged CAL PDZ, HTS. inhibition, % at 20 µM. Golgi-associated PDZ and coiled-coil motif-containing protein (Homo sapiens), Q9HD26. AID 504414, 2011. purified CAL PDZ, TMR-peptide fluorescence polarization, 1 h. 330,000 tested, 0.02% active;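 active = highest replicate inhibition of at least 40%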;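 also: plate controls were DMSO neutral control wells for no effect and unlabeled competitor peptide control wells for full effect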
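Test system: tagged CAL PDZ domain / Buffer or medium: sodium phosphate/NaCl buffer pH 7.4 with TCEP, IgG, Thesit / Reagent: TMR-labelled reporter peptide T*-PRC34 bound in PDZ groove / Compound dosing: single point, 20 µM / Schedule: 1 h incubation at room temperature before polarization reading / Technique: fluorescence polarization (mP) / Benchmarks: unlabelled peptide, DMSO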
E coli growth – E. coli V3065 growth inhibition, primary screen, counter-screen for AddAB inhibitor project, absorbance, OD600; 330,000 tested, 0.27% active; 18 h; inhibition, % at 11.9 µM;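 active = inhibition above the campaign's mean inhibition across all tested compounds plus 3 SD, cut at about 9.9% in these data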;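 also: uninfected addAB+ strain grown without phage in ampicillin broth; 0% = DMSO wells and 100% = ciprofloxacin 0.95 µg/ml wells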
SR-BI uptake up – activators of SR-BI mediated DiI-HDL uptake, primary screen, ldlA[mSR-BI] CHO cells, DiI fluorescence. activation, % at 12.5 µM. 3 h; 100 = double the neutral-control signal. 320,000 tested, 0.096% active. AID 504775, 2011;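 active = mean replicate activation of at least 60% and every replicate at or above 60%; inconclusive = mean or all-replicate condition met, but not both; inactive = mean below 60% and not all replicates reaching 60%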;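 also: 0% = median plate neutral-control signal and 100% = twice that signal; values of inactives mirror those of a sister screen read the other way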
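Test system: SR-BI-overexpressing, LDLR-lacking CHO cells. Measured by: DiI fluorescence, bottom read. Medium: Ham's F12 with 0.5% BSA, HEPES 25 mM, pH 7.4. Timing: 3 h uptake period with compound, 37 °C.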
Wnt act – Wnt/beta-catenin pathway activators, primary screen, cell-based, plate reader, single point; Wnt/beta-catenin reporter cell assay, activator; activation, % at 9.35 µM; 300,000 tested, 1.2% active; AID 743398, 2014; in the data active = activation above about 30%, passing the limit was not always enough; inconclusive = no clear call, values can overlap the other calls;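 also: 0% = neutral control wells and 100% = positive control wells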
CAL PDZ FP-2 – untagged CAL PDZ binding inhibitors, primary screen, biochemical, fluorescence polarization, HTS; purified CAL PDZ, TMR-peptide fluorescence polarization, 1 h; inhibition, % at 24.9 µM; 300,000 tested, 0.92% active; AID 602252, 2012;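 active = mean inhibition of at least 30% with at least half of replicates also reaching 30%; inconclusive = no clear call, values can overlap the other calls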;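 also: 0% = DMSO neutral control and 100% = excess unlabeled competitor peptide PRC23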
AddAB inh – growth inhibition of E. coli expressing H. pylori AddAB, primary screen, AddAB inhibitor project, absorbance; inhibition, % at 11.9 µM; 330,000 tested, 0.29% active; in the data active = inhibition above about 12%;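 also: 0% = vehicle wells of infected cells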
Tat transport – E. coli Tat export inhibitors, primary screen, MC4100, TorA-mCherry reporter, fluorescence, single point; inhibition, % at 10 µM; 340,000 tested, 0.036% active; AID 488895, 2010;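 active = mean replicate inhibition at least 50% and at least half of replicates individually reaching 50%; inconclusive = only one of the two criteria met; inactive = neither criterion met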;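 also: exported cargo escapes ClpAP degradation while cytoplasmic cargo is degraded and loses fluorescence; 0% = median of neutral control wells and 100% = median of NaSCN control wells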
phage Ecoli inh – growth loss of phage-infected E. coli, primary screen, RecBCD inhibitor project, absorbance, with phage, HTS; inhibition, % at 11.9 µM; 360,000 tested, 0.26% active; AID 651602, 2012; in the data active = inhibition above about 11%
MITF TRPM1 HTS – activators of MITF-driven TRPM1 promoter reporter, primary screen, cell-based, SK-MEL-5, luciferase, single point | 300,000 tested, 0.75% active | SK-MEL-5 TRPM1-promoter luciferase, 24 h; % of positive control, neutral wells = 0 | activation, % at 12.5 µM | AID 588334, 2011;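 active = mean activation of at least 80% with every replicate also reaching 80%; inconclusive = mean reaches 80% but some replicate falls short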;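 also: 0% = neutral control wells and 100% = parthenolide positive control wells; values of inactives mirror those of a sister screen read the other way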
SR-BI HDL uptake – inhibitors of SR-BI mediated HDL lipid uptake, primary screen, ldlA[mSR-BI] cells, fluorescence, single point; Scavenger receptor class B member 1 (Mus musculus), Q61009; ldlA[mSR-BI] CHO cells, DiI-HDL uptake fluorescence, 3 h; inhibition, % at 12.5 µM; 320,000 tested, 0.96% active;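 active = mean replicate inhibition of at least 70% and a set share of replicates each scoring 70 or more; inconclusive = meets just one of the two criteria; inactive = fails both criteria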;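 also: 0% = median of neutral control wells and 100% = median of positive control wells; values of inactives mirror those of a sister screen read the other way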
Target sequence (Q61009 whole entry, looked up): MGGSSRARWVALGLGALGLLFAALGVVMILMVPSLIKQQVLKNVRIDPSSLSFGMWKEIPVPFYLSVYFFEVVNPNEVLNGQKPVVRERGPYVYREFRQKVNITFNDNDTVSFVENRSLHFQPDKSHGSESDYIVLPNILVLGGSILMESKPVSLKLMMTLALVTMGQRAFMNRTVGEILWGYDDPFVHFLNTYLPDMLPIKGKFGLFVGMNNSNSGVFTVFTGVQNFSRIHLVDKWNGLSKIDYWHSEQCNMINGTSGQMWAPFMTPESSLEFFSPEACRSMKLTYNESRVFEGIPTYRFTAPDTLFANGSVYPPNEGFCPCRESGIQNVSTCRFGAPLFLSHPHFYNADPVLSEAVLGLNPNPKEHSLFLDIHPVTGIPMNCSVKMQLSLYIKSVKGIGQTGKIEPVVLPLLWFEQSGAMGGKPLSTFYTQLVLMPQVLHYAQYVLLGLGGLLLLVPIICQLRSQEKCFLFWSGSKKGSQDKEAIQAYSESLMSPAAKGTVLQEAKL
* hit, by the source's call; ? = inconclusive; . = not tested or not shown.

SMILES | CAL PDZ FP-1 | E coli growth | SR-BI uptake up | Wnt act | CAL PDZ FP-2 | AddAB inh | Tat transport | phage Ecoli inh | MITF TRPM1 HTS | SR-BI HDL uptake
CC(C(=O)Nc1ccc(C#N)cc1)N(C)CC(=O)Nc1ccccc1Br (centres undefined) | -0.1 | 2.6 | -28 | 0 | -7 | 2.9 | -4 | 1.7 | -17 | 28
COc1ccc(-c2nsc3c(N4CCCCC4C)ncnc23)cc1 (centres undefined) | -1.3 | -0.3 | -22 | -8 | -6 | 0.4 | 5 | 4.4 | -86 | 22
Cc1ccc(S(=O)(=O)N[C@@H](Cc2ccccc2)C(=O)N2CCC(C(=O)N[C@H](C(=O)O)C(C)O)CC2)cc1 (some centres undefined) | . | 2.5 | 7 | -1 | -6 | 2.2 | 2 | 0.8 | 8 | -7
Cn1c(COc2ccccc2)nnc1SCC(=O)c1cccc([N+](=O)[O-])c1 | -0.5 | -0.2 | -16 | 0 | 3 | 0.5 | 6 | 4.2 | 5 | 16
C=CCNc1nc(N2CCOCC2)nc(N2CCOCC2)n1 | -2.9 | 1.4 | 3 | . | 1 | 0.1 | -5 | 1.6 | -10 | -3
Cc1nn(C)c(Cl)c1/C=N/OC(=O)c1ccccc1 | -1.4 | -1.9 | -11 | -1 | . | 0.2 | 11 | 5.3 | 6 | 11
NC(=O)C1(N2CCCCC2)CCN(C(=O)c2cccn3c(=O)c4cc(Cl)ccc4nc23)CC1 | -2.4 | 2.2 | 56 | . | . | 2.1 | -1 | 2.4 | 18 | -56
COc1ccc(Cc2nnc(SCC(=O)Nc3ccc(N4CCOCC4)cc3)n2C)cc1 | -1.5 | 0.3 | 18 | -3 | -4 | 2.5 | -6 | 3.4 | 1 | -18
S=C(N/N=C/c1ccc2ncccc2c1)Nc1ccccc1 | -2.6 | 1.4 | -27 | 5 | 33* | -14 | 4 | 1.1 | -22 | 27
S=C(Nc1ccc(Nc2ccccc2)cc1)N1CCN(c2ncccn2)CC1 | 0.5 | -1.8 | 27 | -1 | 2 | 2.2 | 3 | 2.8 | -3 | -27
O=S(=O)(c1ccccc1C(F)(F)F)N1CCN(S(=O)(=O)c2ccccc2C(F)(F)F)CC1 | -0.4 | -2.9 | -9 | . | 1 | -0.2 | 4 | 2.6 | -16 | 9
NS(=O)(=O)c1ccc(NC(=S)N2CCN(c3ccccc3)CC2)cc1 | 0.5 | 0.2 | . | . | 0 | 2.4 | 5 | 5.5 | -8 | .
O=C(Nc1nc(-c2ccccc2)cs1)c1ccc(S(=O)(=O)N2CCc3ccccc32)cc1 | -0.6 | 0.3 | -40 | -12 | 13 | -0.9 | -9 | 2.7 | -5 | 40
O=C(COC(=O)Cc1ccc(Br)cc1)NC1CCCC1 | -0.3 | -2.0 | 11 | -1 | 1 | -1.9 | 24 | 2.7 | -2 | -11
Cc1c(Cc2ccc3c(c2)OCO3)sc(NC(=O)c2ccc3ccccc3c2)c1C(N)=O | . | 0.3 | . | 7 | . | 2.7 | . | 2.0 | . | .
Cc1cc(=O)n2nc(N3CCC(C(=O)Nc4c(F)c(F)c(F)c(F)c4F)CC3)sc2n1 | -2.3 | -0.4 | -15 | -1 | -3 | -1.2 | 2 | 1.0 | -8 | 15
Cc1ccccc1C(=O)c1cccn1CC(=O)NCC1CCCO1 (centres undefined) | -1.2 | -0.4 | 18 | 1 | 2 | 1.4 | -5 | 1.9 | 0 | -18
Cc1c(N=C(N)/N=C(\N)Nc2ccccc2)c(=O)n(-c2ccccc2)n1C | -0.9 | -1.0 | -9 | -3 | 0 | 3.5 | -3 | 1.0 | -2 | 9
CN1C(=O)/C(=C\c2ccc(OC(=O)c3ccco3)cc2)SC1=S | -0.8 | -3.5 | 13 | 12 | 57* | 2.9 | -7 | -1.8 | 18 | -13
Cc1c(Cl)cccc1NC(=S)N1CCN(c2ccc([N+](=O)[O-])cn2)CC1 | -0.6 | -2.5 | 3 | 0 | -1 | 0.0 | -4 | 1.9 | . | -3
Cc1ccc(S(=O)(=O)N2CCN(Cc3nc4sc(C)c(C)c4c(=O)[nH]3)CC2)cc1 | -2.2 | -0.2 | -11 | . | -4 | -1.1 | -10 | 1.8 | -5 | 11
CCOC(=O)c1c(-c2ccccc2)csc1NC(=O)/C(C#N)=C\c1ccc(O)c(OC)c1 | 0.7 | . | -85 | 0 | -1 | . | 2 | -1.2 | -8 | 85*
Cc1cc(C)nc(SCCN2CCCCC2)n1 | -0.5 | 0.2 | ? | 0 | 0 | 0.1 | 1 | 0.1 | 4 | -425
CC1=CC=CC2=NC(=O)CC(C)(C(=O)N(CC(=O)NC3CCCC3)c3ccccc3C)N12 (centres undefined) | -3.9 | -3.6 | 12 | . | -1 | 3.4 | -8 | 0.5 | -3 | -12
COc1ccccc1N1CCN(CC(=O)NCCc2ccc(S(N)(=O)=O)cc2)CC1 | 1.1 | -2.9 | 4 | 0 | 0 | 2.2 | 5 | 4.7 | 6 | -4
COCCNC(=O)C(c1ccccc1F)N(C(=O)C(=O)NC1CCCC1)C1CCCCC1 (centres undefined) | -0.5 | 0.9 | 26 | 0 | -5 | 0.9 | -7 | 4.1 | -4 | -26
COc1ccc(NC(=O)C(=O)N/N=C(\C)CC(=O)Nc2cc(C)ccn2)c(OC)c1 | -0.1 | 2.0 | -4 | -3 | 7 | 2.4 | -1 | 1.5 | -1 | 4
COc1cc(/C=N/Nc2ccc(Cl)c(C(=O)O)c2)ccc1OC(=O)c1ccccc1F | -0.7 | 0.1 | -1 | 17 | 42* | 0.3 | 0 | 3.1 | -19 | 1
CC(=O)C(Sc1ccc2nnc(-c3ccc(F)cc3)n2n1)C(C)=O | -0.3 | 0.6 | 4 | -2 | . | -3.9 | -9 | 2.1 | 14 | -4
Cc1n[nH]c(=O)nc1NCc1ccccc1Cl | 0.1 | 1.5 | 9 | . | -3 | -1.6 | -1 | 0.7 | -6 | -9
CCc1ccc(NC(=O)C(=O)N/N=C(\C)CC(=O)Nc2ccc(OC)cc2)cc1 | -2.1 | -2.4 | -13 | -1 | -4 | 1.9 | 1 | 2.5 | -11 | 13
CCOC(=O)c1sc2nc(C)cc(C)c2c1NC(=O)c1ccco1 | 0.4 | 3.3 | 18 | . | 4 | 0.7 | -6 | 2.0 | 2 | -18
CC12CCC(C(=O)N(c3ccc(Cl)cc3)C1=O)C2(C)C (centres undefined) | -0.2 | 0.3 | 13 | -2 | -1 | 4.2 | 5 | 2.8 | 1 | -13
CCN1C(=O)[C@@H]2[C@@H](c3ccc(-c4ccc(C(C)=O)cc4)cc3)N3CCC[C@@]3(C(=O)OC)[C@@H]2C1=O | -1.2 | -1.0 | -8 | 19 | -2 | 2.0 | -9 | 3.7 | -1 | 8
O=C(CN1CCOCC1)Nc1ccc(Oc2ccccc2)cc1 | -0.8 | -4.4 | -4 | . | -4 | 1.1 | 5 | 1.4 | 5 | 4
CCn1nc(C)cc1C(=O)N1CCCC(Nc2ccc(F)c(F)c2)C1 (centres undefined) | -0.2 | -0.9 | -11 | 1 | 2 | -0.4 | -1 | -2.5 | -14 | 11
COc1ccc(-c2cc(C(=O)Nc3cccnc3Cl)no2)cc1OC | -1.3 | -0.8 | . | -1 | 0 | -0.6 | -10 | -0.1 | 17 | .
Nc1cc(=O)n(Cc2ccccc2)c(=O)n1-c1ccc(F)cc1 | -0.8 | -1.4 | 1 | 1 | -5 | 2.4 | -4 | 1.1 | -1 | -1
CCOC(=O)C1=C(CSc2nc3c(cc2C#N)CN(C)CC3)OC(N)=C(C#N)C1c1ccccc1 (centres undefined) | -1.5 | -3.6 | 10 | . | -1 | 1.6 | -4 | -0.6 | -9 | -10
COc1cccc(CNC(=O)CCCN2C(=O)C(c3ccccc3)Oc3cccnc32)c1OC (centres undefined) | -0.6 | -1.1 | -21 | -2 | 1 | 0.7 | 5 | 0.2 | 2 | 21
CCc1ccc(NC(=S)Nc2ccc3[nH]c(=O)[nH]c3c2)cc1 | 0.4 | -0.3 | . | 8 | 6 | 2.4 | 3 | 0.1 | 7 | .
Cc1ccc(CS(=O)(=O)Cc2ccc(C(=O)NC3CCCC3)o2)cc1 | -0.6 | -0.6 | -3 | -5 | -2 | 2.5 | -1 | 5.7 | 11 | 3
Cc1ccc(CSCC(=O)N/N=C/c2cccc(OC3CSC3)c2)cc1 | -3.1 | -1.6 | 6 | 0 | -4 | 1.1 | 2 | 3.9 | -14 | -6
CCC(CO)Oc1cc(NCc2ccccn2)c2ncn(C(C)C)c2c1 (centres undefined) | 0.9 | 0.7 | 30 | 3 | 1 | -0.2 | -3 | 2.5 | 12 | -30
O=C(O)/C=C/c1cnc2ccccc2n1 | -0.6 | 0.4 | 17 | -1 | . | 1.9 | 5 | 2.5 | -2 | -17
O=S(=O)(NCCCCCNS(=O)(=O)c1ccc(F)cc1)c1ccc(F)cc1 | -0.4 | -2.0 | 5 | . | -2 | 0.3 | 12 | 1.6 | -16 | -5
Cc1ccc[n+](CC(=O)N2CCCc3ccccc32)c1 | 0.5 | 1.9 | 16 | 0 | . | 1.1 | -8 | 2.5 | 3 | -16
COc1ccc(N2CCN(CCNC(=O)c3nnc(Cc4c(F)cccc4Cl)o3)CC2)cc1 | -0.8 | -0.4 | -23 | . | . | 1.0 | 9 | 1.2 | -9 | 23
CCN(CC)S(=O)(=O)c1cccc(NC(=O)C(=O)c2c(-c3ccccc3)cc3ccccn23)c1 | -1.4 | 0.7 | -26 | -5 | 0 | 4.0 | 4 | 3.9 | . | 26
CCn1nc([N+](=O)[O-])c(C(C#N)c2nc3cc(C(F)(F)F)ccc3s2)c(Cl)c1=O (centres undefined) | -0.2 | -1.1 | -1 | -1 | 7 | 1.3 | 3 | 4.4 | -24 | 1
CNC(=S)N1CCN(C(=O)C2CCCO2)CC1 (centres undefined) | -0.3 | -1.0 | 16 | . | -3 | -1.8 | 5 | 0.4 | 3 | -16
Cc1c(C)n(Cc2ccc(F)cc2)c2ccc(C(=O)NCCN3CCOCC3)cc12 | 0.8 | -2.6 | -30 | -2 | 90* | 1.9 | 7 | -0.6 | -1 | 30
COc1ccc(CC2CC(=O)N(c3ccc(C)cc3)C2=O)cc1 (centres undefined) | -1.2 | 3.1 | 33 | 1 | -5 | 2.7 | -3 | 1.9 | . | -33

Screening results from PubChem BioAssay.
